# Screens (PubChem)
# KinaseGlo FLuc = Kinase-Glo luciferase inhibition (counter-screen) | Q27757 | Kinase-Glo luciferase, ATP luminescence, 8 min | Potency, µM (series often up to 38.3 µM), without a hit: at the highest dose activity change, negative = inhibition, most hits filed as inhibitors | 0.28% of 200,000 active; also: potency is read from the fitted curve at half-maximal effect; % is scaled to controls: 0 for no effect and ±100 for the full control effect; nearly all actives have a fitted effect of over 60% in size
#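 Compounds were added to a substrate mix at pH 7.2 (50 mM imidazole, 10 uM ATP, within the enzyme's linear range), followed by Kinase-Glo detection reagent; luminescence was measured after 8 minutes at ambient temperature.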
# IMPase Li cell = cell-permeable IMPase inhibitors with lithium potentiation; CHO-M1 cells, IP1 TR-FRET (IP-One), carbachol + lithium; Potency, µM (highest dose often 59.4 µM), inactives show top-dose activity, negative = IMPase inhibition, most hits filed as inhibitors; 0.35% of 210,000 active;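 also: IP1 builds up when IMPase is blocked and the TR-FRET signal falls; potency is read from the fitted curve at half-maximal effect; plate controls were basal vehicle for no effect and high inhibitor control for full effect; nearly all actives have a fitted effect of over 50% in size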
#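 IP1 accumulation measured by competitive TR-FRET in lysed CHO-M1 cells after 30 min compound exposure at 37C, with a small lithium addition to potentiate weak responses. Hill-equation AC50 from ratio and donor-channel data.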
# aGal spleen mod = inhibits or activates alpha-galactosidase in human spleen homogenate | P06280 | human spleen homogenate, 4MU-alpha-Gal fluorescence, 40 min | AID 2107 | Potency, µM (titrated, usually from 80 µM), for the others: at the highest dose activity change, negative = inhibition, usual class: inhibitors | 0.008% of 240,000 active;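 also: potency is read from the fitted curve at half-maximal effect; 0% = enzyme with vehicle and -100% = no enzyme basal signal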
# Target sequence (P06280 32-429 limits assumed): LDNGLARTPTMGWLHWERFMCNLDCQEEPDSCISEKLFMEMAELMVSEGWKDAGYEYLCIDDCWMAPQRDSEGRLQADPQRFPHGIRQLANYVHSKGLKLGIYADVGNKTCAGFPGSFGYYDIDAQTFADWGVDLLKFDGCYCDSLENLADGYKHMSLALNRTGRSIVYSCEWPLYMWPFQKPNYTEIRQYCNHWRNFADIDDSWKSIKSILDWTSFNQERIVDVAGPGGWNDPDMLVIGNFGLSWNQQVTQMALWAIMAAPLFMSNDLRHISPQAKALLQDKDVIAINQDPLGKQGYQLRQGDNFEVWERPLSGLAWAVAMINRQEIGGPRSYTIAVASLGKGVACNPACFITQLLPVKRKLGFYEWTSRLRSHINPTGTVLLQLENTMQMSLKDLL
#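 Human spleen homogenate (1 ug) was the enzyme source, with 4-methylumbelliferyl-alpha-D-galactopyranoside (1 mM final) in pH 5.0 citrate buffer with 0.01% Tween-20. Compounds were titrated; after 40 min at 37C, NaOH/glycine stop, 4-MU fluorescence read; AC50 from Hill fits.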
# LMNA splice mod = LMNA splicing modulation; HeLa LMNA splicing GFP/RFP minigene ratio, 48 h; Potency, µM (highest dose often 46.1 µM), for inactives: at the top dose ratio change, negative = inhibition, hits mostly inhibitors; 0.01% of 200,000 active; active = well fitted inhibition curve with a large enough effect in the signal ratio, with a control signal flat, not every such curve was filed as active; inconclusive = small, poorly fitted or top-dose-only effect, or effect the other way, or a change in a side signal; the % refers to the signal ratio; also: potency is read from the fitted curve at half-maximal effect; % is scaled to controls: 0 for no effect and ±100 for the full control effect
#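 Read-out is the ratio of GFP to DsRed2 object intensity, acquired by 488 nm laser-scanning cytometry on HeLa lamin A-EGFP minigene reporter cells. Compound incubation 48 hrs at 37 °C in Opti-MEM with 2% FBS; DMSO 0.5% final.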
# Epigenetic reg = regulators of epigenetic silencing causing reporter derepression in mouse cells | murine LDR cells, GFP reporter derepression, 30 h | Potency, µM (top dose mostly 53.9 µM), for the others: at the top dose GFP activation, usual class: activators | 0.2% of 280,000 active | AID 1865; also: potency is read from the fitted curve at half-maximal effect; % of control where 0% means no effect; nearly all actives have a fitted effect of over 60% in size
#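 Murine LDR cells carrying a silenced, genomically integrated CMV-driven GFP reporter were exposed to compound for 30 hours at 37 C. After PBS washes, GFP-positive cells (20–120 um objects) were counted by laser-scanning microplate cytometry.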
# NPSR antagonist = blocks cAMP signaling of the human neuropeptide S receptor; Potency, µM (titrated, usually from 38.3 µM), without a hit: top-dose activity change, negative = inhibition, hits mostly inhibitors; Q6W5P4; 1% of 220,000 active; CHO-NPSR cells, cAMP TR-FRET, antagonist mode; AID 1461; also: potency is read from the fitted curve at half-maximal effect; % is scaled to controls: 0 for no effect and ±100 for the full control effect; nearly all actives have a fitted effect of over 50% in size; many of its hits are not listed in these tables
# Target sequence (Q6W5P4 whole entry, looked up): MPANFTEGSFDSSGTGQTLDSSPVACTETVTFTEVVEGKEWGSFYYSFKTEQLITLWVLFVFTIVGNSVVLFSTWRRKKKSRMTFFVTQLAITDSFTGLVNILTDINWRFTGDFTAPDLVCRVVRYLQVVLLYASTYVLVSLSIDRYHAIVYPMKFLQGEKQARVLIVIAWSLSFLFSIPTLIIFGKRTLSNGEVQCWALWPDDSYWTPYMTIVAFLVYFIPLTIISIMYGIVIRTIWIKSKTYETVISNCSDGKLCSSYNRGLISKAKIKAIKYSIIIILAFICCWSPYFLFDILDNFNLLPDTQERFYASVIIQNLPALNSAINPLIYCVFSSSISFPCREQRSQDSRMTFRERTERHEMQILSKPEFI
# CBFb RUNX1 block = blocks binding between human CBF-beta and RUNX1; Q01196+Q13951; AlphaScreen CBFb-His/RUNX1-biotin binding, biochemical; Potency, µM (series often up to 59.8 µM), without a hit: top-dose activity, negative = inhibition, usual class: inhibitors; 230,000 tested, under 10 active; also: % of control where 0% means no effect
#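 Proteins preincubated together for 20 min at RT before compound addition; 15 min later, nickel and streptavidin beads were added and left 90 min prior to AlphaScreen measurement.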
# Numbers without * were called inactive; ? = inconclusive; nt = no result given; & = joins results of further samples; [ ] = remark or other dose. Unless noted, calls follow the shape of the dose curve; as a rule, active = well fitted curve in the direction sought with a large enough effect; inconclusive = small, poorly fitted or top-dose-only effect, or another doubt; inactive = no such curve, though single readings can be large; an effect the other way counts as inactive or inconclusive.
# A first look, four compounds:
SMILES,KinaseGlo FLuc,IMPase Li cell,aGal spleen mod,LMNA splice mod,Epigenetic reg,NPSR antagonist,CBFb RUNX1 block
O=C(Nc1cccc2ncccc12)c1cccc(F)c1,-1%,-4%[38.3 µM],-5%,8%,0.0%,-3%[46.1 µM],-4%
O=C(NC1CCCC1)C(c1ccncc1)N(Cc1ccccc1)C(=O)c1ccc(-c2ccccc2)[nH]1 (configuration not stated),-2%,8%,-1%,?,?,-38%,-10%
CC(C)CC(c1nnnn1C(C)(C)C)N1CCN(C2CCCC2)CC1 (configuration not stated),2%,2%,0%,3%,0.0%,1%[46.1 µM],14%
C1=Cc2ccccc2Nc2ccccc21,nt,nt,4%,nt,0.0%,3%,-17%

# The listing, from the start:
SMILES,KinaseGlo FLuc,IMPase Li cell,aGal spleen mod,LMNA splice mod,Epigenetic reg,NPSR antagonist,CBFb RUNX1 block
O=C(Nc1cccc2ncccc12)c1cccc(F)c1,-1%,-4%[38.3 µM],-5%,8%,0.0%,-3%[46.1 µM],-4%
O=C(NC1CCCC1)C(c1ccncc1)N(Cc1ccccc1)C(=O)c1ccc(-c2ccccc2)[nH]1 (configuration not stated),-2%,8%,-1%,?,?,-38%,-10%
CC(C)CC(c1nnnn1C(C)(C)C)N1CCN(C2CCCC2)CC1 (configuration not stated),2%,2%,0%,3%,0.0%,1%[46.1 µM],14%
C1=Cc2ccccc2Nc2ccccc21,nt,nt,4%,nt,0.0%,3%,-17%
Cn1c(=O)c(-c2cc(F)cc(F)c2)nc2cncnc21,nt,8%,3%,12%,nt,nt,nt
Cc1noc(/C=C/N(C)C)c1S(=O)(=O)N1CCCC(C(=O)NC2CCCCC2C)C1 (configuration not stated),6%,2%[38.3 µM],3%,-1%,1.9%,?,1%
CCOC(=O)C1CCCN(c2c(N3CCN(C)CC3)c(=O)c2=O)C1 (configuration not stated),1%,?,-3%,0%,-1.0%,-14%[46.1 µM],3%
COc1ccccc1CNC(=O)CC1Sc2ccccc2NC1=O (configuration not stated),0%,1%,2%,?,6.4%,17%,-1%
C=C(C)C(=O)Nc1cccc(C2=NOC3(C2)C[C@@H](C(N)=O)N(C(=O)C2(C)CC2)C3)c1 (some centres not stated),nt,nt,-1%,nt,-3.2%,15%,nt
Cc1cccc(OCc2n[nH]c(=S)o2)c1,-2%,-10%[38.3 µM],0%,1%,-1.2%,-15%[46.1 µM],0%
CCN(CC)c1c([N+](=O)[O-])c(=O)sc2ccccc12,0%,-20%,4%,-7%,?,15%,-16%
Cc1c(NC(=O)C(C)N2C(=O)NC3(CCC(C)CC3)C2=O)c(=O)n(-c2ccccc2)n1C (configuration not stated),-2%,-6%,8%,nt,-0.3%,33%,-2%
NNc1nncc2ccccc12,-9%,17%&6%&10%,-5%,?,-0.1%,0%[46.1 µM],-11%
C/C(CC(=O)Nc1cccc(C(F)(F)F)c1)=N/NC(=O)C(=O)NCCO,nt,nt,9%,-18%[46 µM],2.1%,-27%,10%
Cc1ccc(-c2nnc(-n3nc(C)cc3C)c3ccccc23)cc1,-2%,3%,0%,-11%,-1.0%,-2%,0%
O=C(CC1SCCNC1=O)Nc1cccc(C(F)(F)F)c1 (configuration not stated),10%,-4%[38.3 µM],2%,7%,0.7%,-2%[46.1 µM],1%
COC(=O)c1ccc(/C=C/c2ccc3cccc(OC(C)=O)c3n2)cc1,?,17%,-2%,?,-1.0%,-3%,-11%
CCOc1ncccc1C(=O)OCC(=O)Nc1ccc(C)c(S(=O)(=O)N(C)C)c1,-4%,5%,-6%,12%[46 µM],-0.6%,-8%,-10%
CC(C)CCc1noc(CN2CCN(c3ccc(Cl)cn3)CC2)n1,nt,19%,2%,nt,7.2%,42%,23%
O=C(c1cc2ccccc2o1)c1nc2c(n1O)CCCCC2,-4%,3%[38.3 µM],0%,-10%,-1.1%,-12%[46.1 µM],-7%
COC(=O)/C=C/S(=O)(=O)c1ccc(NC(C)=O)cc1,3%,16%[38.3 µM],0%,?,-2.1%,?,4%
c1ccc(CNc2ncnc3sc4c(c23)CCCC4)nc1,0%,8%,3%,nt,-4.1%,-5%,4%
COc1ccccc1C1CCCN1Cc1nc(-c2cc3c(cc2Cl)OCO3)oc1C (configuration not stated),1%,24%,5%,-22%[46 µM],0.1%,43%,-1%
Cc1ccc(CNC(=S)Nc2ccc(OC(F)F)cc2C)cc1,nt,nt,-2%,-6%,0.9%,-23%[46.1 µM],-4%
O=C1[C@@H]2Cc3c([nH]c4ccccc34)[C@@H](c3ccccc3)N2C(=O)[C@@H]2Cc3c([nH]c4ccccc34)[C@@H](c3ccccc3)N12,-2%,-2%,1%,?,-1.0%,-11%,2%[2.36 µM]
CC(CN(C)Cc1ccccc1)OC(=O)C1COc2ccccc2O1 (configuration not stated),-7%,15%[38.3 µM],31%,1%,1.7%,9%[46.1 µM],9%
CC1(C)Cc2c(C#N)c(N)n(-c3ccccc3)c(=O)c2CO1,0%,-2%[38.3 µM],-6%,1%,-0.7%,?,1%
C1=CC2c3ccccc3NC(c3ccncc3)C2C1 (configuration not stated),1%,8%[38.3 µM],1%,11%,-2.7%,-29%[46.1 µM],?
CSc1nc(-c2ccccc2)nc(N2CCOCC2)c1C(C)=O,0%,10%,-13%,-14%[46 µM],-2.1%,-16%,-11%
Cc1ccc(C(=O)CSc2nnc(C)s2)cc1,-2%,1%,-1%,-7%,0.1%,0%,0%
CCOc1ncccc1C(=O)OCC(=O)Nc1ncc(C(F)(F)F)cc1Cl,-3%,10%[38.3 µM],-3%,15%,0.0%,-29%[46.1 µM],9%
COc1cc(N=c2ssnc2Cl)cc(OC)c1,-8%,46%[activator][38.3 µM],11%,9%,-1.0%,-20%[46.1 µM],-11%
Cc1ccccc1CSCCNC(=O)CN(c1ccc2c(c1)OCO2)S(C)(=O)=O,-1%,7%[38.3 µM],-5%,-11%,0.1%,-15%[46.1 µM],1%
O=C(Nc1ccc(Br)cc1)c1cccc(NC(=O)C2C3CC4OC(=O)C2C4C3)c1 (configuration not stated),-1%,-11%[38.3 µM],0%,-5%,-4.5%,-4%[46.1 µM],-2%
COc1ccccc1OCc1ccc(C(=O)N2CCN3CCCC3C2)cc1 (configuration not stated),1%,4%[38.3 µM],13%,7%,-3.0%,-5%[46.1 µM],-6%
O=C(O)CN1C(=O)C2C3CC(C2C1=O)C1C(c2ccccc2)c2sc(=O)[nH]c2SC31 (configuration not stated),-2%,-2%,1%,2%,-0.9%,14%,1%
CC1SC(C)C(=O)N(CC(=O)Nc2ccc([N+](=O)[O-])cc2)C1=O (configuration not stated),3%,-7%,1%,nt,-1.5%,0%,2%
COc1cc(OC)c(C(=O)COc2ncnc3ccccc23)c(OC)c1,1%,-27%[38.3 µM],-4%,-5%,-0.1%,-2%[46.1 µM],3%
CCN(CC)S(=O)(=O)c1cc([N+](=O)[O-])ccc1NNC(=O)Nc1ccc(Cl)c(Cl)c1,3%,2%[38.3 µM],5%,?,-0.6%,10µM*,-18%
CN(Cc1ccccc1)S(=O)(=O)c1ccc2c(c1)NC(=O)CC(=O)N2,-1%,-7%,-3%,-6%,0.9%,14%,1%
CCCCSc1nc(C)c(C(C)=O)cc1C#N,-2%,7%[38.3 µM],6%,7%,2.2%,-6%[46.1 µM],17%
Cc1noc(C)c1CSc1nc2ccccc2n1C,-5%,-4%[38.3 µM],1%,7%,-1.6%,-5%[46.1 µM],2%
O=C(COC(=O)c1ccccc1-c1nc2ccccc2s1)Nc1ccccc1C(F)(F)F,nt,nt,-2%,2%,-0.9%,?,16%
Cc1ccnc(NC(=O)C(C)n2cc([N+](=O)[O-])cn2)c1 (configuration not stated),3%,1%,-1%,nt,2.2%,9%,8%
CC(C)C(NC(=O)c1ccccc1)C(=O)OCc1cc([N+](=O)[O-])cc2c1OCOC2 (configuration not stated),2%,18%,-7%,-6%,-1.0%,-1%,-3%
CCC(C)(C(=O)NC1CCCC1)N(Cc1cccs1)C(C)=O (configuration not stated),-1%,5%,1%,-9%,-0.8%,-23%[46.1 µM],6%
O=C(Nc1cc([N+](=O)[O-])ccc1N1CCCC1)c1ccco1,2%,5%,3%,-4%[46 µM],-0.2%,-10%,11%
COc1ccc(NS(=O)(=O)c2ccc(-n3nnc4ccccc43)c([N+](=O)[O-])c2)cc1,1%,-12%[38.3 µM],3%,?,-0.1%,-21%[46.1 µM],-15%
CC(C)CN1C(=O)c2ccccc2C1(O)Cc1ccccc1 (configuration not stated),-6%,23%,-4%,-3%,4.7%,-19%[46.1 µM],0%
CCOC(=O)C1(C)C(C(=O)OC)=C(c2ccc(OC)cc2)c2ccccc2N1C(=O)OC (configuration not stated),-2%[39.9 µM],14%,-3%,nt,-3.1%,nt,6%

# Other entries follow.
SMILES,KinaseGlo FLuc,IMPase Li cell,aGal spleen mod,LMNA splice mod,Epigenetic reg,NPSR antagonist,CBFb RUNX1 block
O=S(=O)(c1ccc(Cl)c(C(F)(F)F)c1)N1CCN(CC(O)COCC2CCCO2)CC1 (configuration not stated),5%,6%,5%,-11%,-2.0%,-3%[46.1 µM],10%
Cc1cccc2nc(CSc3nc4ccc([N+](=O)[O-])cc4[nH]3)cn12,-3%,1%,4%,-13%,-0.1%,13%,-2%
Cc1cccc(OCc2nnc(SCC(=O)Nc3sc(C)c(C)c3C#N)n2C)c1,-4%,-2%[38.3 µM],-2%,1%,1.7%,-9%[46.1 µM],-1%
O=C(CCSCCC(=O)NCC1CCCO1)NCC1CCCO1 (configuration not stated),2%,16%[38.3 µM],23%,1%,-1.1%,-9%[46.1 µM],-1%
CC(C)CN1C(=O)C(=O)N(CC(=O)N2CCC(Cc3ccccc3)CC2)C1=O,4%,0%,-8%,?,3.5%,-13%,5%
OCCNCCNCc1ccccc1OCc1ccccc1,1%,5%,0%,?,-0.1%,9%,-1%
CC1(C)CC(c2nc(-c3ccc(Cl)cc3)cs2)CCS1 (configuration not stated),0%,31%[activator][38.3 µM],-4%,1%,-0.4%,-13%[46.1 µM],6%
O=C(CSc1nnc(CCCO)n1-c1ccccc1)Nc1nccs1,3%,-8%[38.3 µM],-6%,3%,-2.6%,-2%[46.1 µM],5%
CCOC(=O)C(NCc1ccccc1OC)(NC(=O)c1ccccc1)C(F)(F)F (configuration not stated),-1%,9%[38.3 µM],3%,7%,-2.1%,-14%[46.1 µM],4%

# These rows are one share of the data (hit frequency here may not be typical).
